Ba/F3 V617F tox – lowers viability of Ba/F3 cells expressing EpoR and JAK2V617F; inhibition, % at 5.6 µM; ATP luminescence; AID 1446; hit rate 1.1% among 220,000;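 active = inhibition above the campaign mean plus 3 SD over all tested compounds, cut at about 24% in these data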;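 note: cytokine-independent growth of Ba/F3 cells driven by EpoR plus mutant JAK2; 0% = DMSO-treated cells and 100% = JAK inhibitor I control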
BaF3 parental – counter-screen for JAK2V617F inhibitors: parental Ba/F3 viability inhibitors; CellTiter-Glo ATP luminescence; inhibition, % at 5.6 µM; hit rate 1.1% among 220,000; AID 1486;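 active = inhibition above a per-campaign cutoff, the mean inhibition of all tested compounds plus 3 SD, cut at about 27% in these data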;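 note: 0% = DMSO wells and 100% = JAK Inhibitor I control wells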
TRPML3 ag – activates the human TRPML3 channel; activation, % at 3 µM; AID 1448; Q8TDD5; hit rate 0.29% among 220,000; HEK293 TRPML3-YFP, Fluo-8 calcium fluorescence; 100% = the carbachol control signal;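 active = activation above its plate's cutoff, the mean activation of the plate's test wells plus 3 SD, cut at about 12% in these data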;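 note: 0% = DMSO only wells and 100% = carbachol wells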
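Test system – HEK293 line with stable expression of human TRPML3-YFP channel · Control set – carbachol 87 µM final as high control (100%), DMSO as low control (0%) · Signal – Fluo-8 calcium dye fluorescence, ex 470-495, em 515-575 nm · Incubation – 1-h 37 °C dye load, 5-s basal, 120-s post-compound reads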
TRPN1 ag – activates the zebrafish TRPN1 channel | HEK293 zebrafish TRPN1-YFP, Fluo-8 calcium fluorescence; 100% = response to 87 µM carbachol | hit rate 0.18% among 220,000 | activation, % at 3 µM;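 active = activation above its plate's cutoff, the mean activation of test wells on that plate plus 3 SD, cut at about 19% in these data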;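 note: 0% = DMSO alone and 100% = 87 µM carbachol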
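Material: zebrafish TRPN1-YFP in HEK293 cells. Doses: one dose of 3 µM, 0.3% DMSO. Incubation: dye 1 h 37 °C plus 30 min RT. Measured by: intracellular calcium fluorescence with Fluo-8.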
S1P4 agonist – agonists of human S1P4 receptor; hit rate 0.35% among 220,000; O95977; AID 1509; activation, % at 4.98 µM; S1P4-expressing cell line, agonist reporter assay; in the data active = activation above about 11%;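 note: 0% = DMSO vehicle and 100% = reference agonist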
Target sequence (O95977 whole entry, looked up): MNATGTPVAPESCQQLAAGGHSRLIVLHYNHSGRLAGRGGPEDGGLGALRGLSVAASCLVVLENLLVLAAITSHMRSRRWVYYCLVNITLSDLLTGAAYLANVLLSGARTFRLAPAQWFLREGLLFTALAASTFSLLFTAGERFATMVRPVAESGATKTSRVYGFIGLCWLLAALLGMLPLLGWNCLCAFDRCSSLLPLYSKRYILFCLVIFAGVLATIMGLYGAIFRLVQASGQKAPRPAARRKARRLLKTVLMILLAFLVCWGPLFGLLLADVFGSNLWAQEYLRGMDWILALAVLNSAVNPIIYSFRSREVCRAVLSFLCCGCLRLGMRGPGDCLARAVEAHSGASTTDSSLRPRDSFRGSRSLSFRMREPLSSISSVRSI
PERK inh – human PERK inhibition, primary cell-based screen; Q9NZJ5; CHO PERK-DD fusion, SEAP luminescence translation reporter; inhibition, % at 5.6 µM; hit rate 0.17% among 220,000; AID 1416;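 active = inhibition above the mean inhibition of all tested compounds plus 3 SD, set separately per screening campaign, cut at about 2.9% in these data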;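 note: PERK kinase domain activated by AP20187 dimerizer at 100 nM; 0% = DMSO with dimerizer and 100% = rapamycin at 8.4 µM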
S1P4 antagonist – human S1P4 receptor antagonism; hit rate 0.26% among 220,000; inhibition, % at 4.98 µM; O95977; S1P4-expressing cells, antagonist mode, reporter read-out; in the data active = inhibition above about 29%;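 note: 0% = wells stimulated with agonist and 100% = vehicle wells without agonist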
Calpain2 inh – calpain II (pig) inhibition. hit rate 0.37% among 220,000. inhibition, % at 16 µM. purified calpain II, fluorogenic peptide substrate, 30 min;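 active = inhibition above about 50%, limit read from the data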
EP2 mod – modulators of human EP2 prostaglandin E2 receptor. hit rate 0.83% among 260,000. AID 940. P43116. EP2-expressing cells, cAMP HTRF FRET, PGE2 co-stimulation. induction, % at 25 µM;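 active = compounds whose cAMP rise, as percent of the full-agonist control response, exceeds 60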;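 note: rat C6 glioma line stably carrying human EP2 under a CMV promoter; the protocol text gives 20 µM as final concentration; 100% = response of wells given 1 µM PGE2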
Target sequence (P43116 whole entry, looked up): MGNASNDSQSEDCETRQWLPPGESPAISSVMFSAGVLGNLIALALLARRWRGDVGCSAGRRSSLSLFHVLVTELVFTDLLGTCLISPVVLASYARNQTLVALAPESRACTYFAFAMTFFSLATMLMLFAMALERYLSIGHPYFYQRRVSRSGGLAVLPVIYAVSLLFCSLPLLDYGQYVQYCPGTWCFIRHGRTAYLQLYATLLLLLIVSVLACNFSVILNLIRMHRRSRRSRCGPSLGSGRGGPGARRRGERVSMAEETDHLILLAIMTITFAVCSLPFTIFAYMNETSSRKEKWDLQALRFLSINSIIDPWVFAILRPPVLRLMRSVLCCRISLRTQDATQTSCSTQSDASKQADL
* marks the source's active call; other numbers are inactive results; & = joins results of further samples.

SMILES	Ba/F3 V617F tox	BaF3 parental	TRPML3 ag	TRPN1 ag	S1P4 agonist	PERK inh	S1P4 antagonist	Calpain2 inh	EP2 mod
Cn1c(CNc2ccccn2)c(C#N)c2ccccc21	-3	0	0.7	-0.9	0.5	-0.6	-1	-23	5
Cc1ccc(-n2nnnc2SCC(=O)NCCC2=CCCCC2)c(C)c1	2	11	-1.8	-0.1	-1.6	0.2	6	24	4
NC(=O)Cc1ccc(Nc2nnc(-c3ccc(O)cc3)c3ccccc23)cc1	1	5	-0.1	1.4	-2.1	1.0	3	-3	0
Cc1ccc(-c2nc(SCC(=O)NCC3CCCO3)c(-c3ccccc3)[nH]2)cc1 (centres undefined)	-3	2	-1.0	-3.0	-1.2	-1.1	-2	-3	-10
Cc1ccccc1N1CCN(S(=O)(=O)c2ccc3oc(=O)ccc3c2)CC1	-1	5	0.4	-0.1	-0.9	-0.2	-19	1	-27
COc1cccc(C(=O)CSc2nc3ccccc3n2CC(=O)N2CCOCC2)c1	-3	-1	0.4	1.1	-1.4	0.5	-4	12	10
O=c1c(N2CCOCC2)nsn1Cc1ccccc1	-4	0	0.3	0.9	-0.4	-0.4	19	-9	29
Cc1ccc(C)c(Cn2nnc3c(=O)[nH]c(C(=O)NCc4ccco4)nc32)c1	2	1	0.2	-0.1	-0.4	-0.8	-4	-14	0
COc1cc(N(C)C)c(NC(C)=O)cc1C(=O)O	4	4	1.1	1.1	0.1	0.0	-25	-56	3
CCn1c(SCC(=O)Nc2cc(NC(C)=O)ccc2OC)nnc1-c1cccnc1	-9	1	0.2	-0.8	-1.0	-0.2	-3	-10	12
CCOC(=O)/C(=N\Nc1ccccc1Cl)N(C)C1CCCCC1	3	12	1.2	-0.2	0.4	0.5	-10	-18	40
Cc1c(-n2c(-c3ccccc3)nc3ccccc3c2=O)c(=O)n(-c2ccccc2)n1C	0	3	0.0	-0.1	-0.6	-0.1	-1	-3	4
N#Cc1cc(-c2ccc(Cl)cc2)cnc1Sc1ccccc1	-2	5	0.2	0.6	-1.5	1.0	-17	-3	19
Cn1ccnc1SCCNC(=O)CCc1nnc(CCCCc2ccccc2)o1	0	6	0.5	0.5	0.5	1.8	-2	-10	-4
Cc1cccn2c(=O)c3cc(S(=O)(=O)c4ccccc4)c(=N)n(CC4CCCO4)c3nc12 (centres undefined)	6	-1	0.6	-0.3	-0.9	0.9	-10	-212	-48
CC(C(=O)NCCN1C(=O)S/C(=C\c2cccnc2)C1=O)N1C(=O)c2ccccc2C1=O (centres undefined)	-2	-1	1.0	-0.9	0.8	0.2	-4	-6	17
COc1ccccc1N1CCN(C(=O)c2c(C)noc2C)CC1	-2	0	0.4	0.3	1.2	0.7	-1	3	-8
CC(C)CC(C(=O)Nc1oc(-c2ccccc2)c(-c2ccccc2)c1C#N)N1C(=O)c2ccccc2C1=O (centres undefined)	0	2	0.4	-0.3	1.4	-1.5	-8	-77	4
O=C(NC(N1CCOCC1)C(Cl)(Cl)Cl)c1ccccc1Cl (centres undefined)	-3	-1	-0.6	0.6	-0.9	0.9	-1	-4	31
NC(=O)c1cccn1Cc1ccccc1Cl	-4	0	-0.2	0.6	-0.7	0.5	-8	23	-3
CCn1nc(CC(=O)O)c2ccccc2c1=O	5	2	0.6	2.4	-1.1	0.4	-17	11	24&3
CN1C(=O)SC(Nc2ccc(F)cc2)C1=O (centres undefined)	-3	1	-0.4	-0.7	0.2	0.6	2	26	23&-32
O=C(Nc1ccccc1Cl)c1ccc(-n2cccn2)c([N+](=O)[O-])c1	3	12	1.2	3.2	-0.1	-0.5	8	-25	-40
O=S(=O)(c1cccc(S(=O)(=O)N2CCOCC2)c1)N1CCCCC1	-2	4	1.0	0.1	2.6	1.1	-19	9	-10&-14
Cc1cnc(NC(=O)CSc2ccc(Cl)cc2)s1	-2	-1	-0.6	-3.3	0.3	0.5	-3	14	-34
Nc1n[nH]c(N)c1N=Nc1ccc(F)cc1	3	2	0.9	-0.8	-0.6	-0.4	-10	51*	40
CCOC(=O)C1(Cc2ccccc2C)CCCN(C(=O)CCc2cccnc2)C1 (centres undefined)	1	3	-0.9	-1.2	2.9	0.1	-16	1	16
CC(c1ccon1)N(C)Cc1cn[nH]c1-c1ccc(-c2ccccc2)cc1 (centres undefined)	-1	5	0.2	-1.0	7.5	0.4	1	4	10
CCOC(=O)C1CCCN(C(=O)CNC(=O)Cn2ccc3ccccc3c2=O)C1 (centres undefined)	2	6	0.5	4.2	-0.4	-0.1	1	20	-3
O=C(Nc1nnc(-c2ccccc2)o1)Nc1ccccc1Cl	1	2	0.5	1.4	0.5	0.4	-10	5	2
Cc1c(NC(=O)CN2CCC(C(N)=O)CC2)cccc1[N+](=O)[O-]	-1	6	0.7	-0.8	1.0	0.6	-6	4	5
O=C(Cn1nnc(-c2ccc(CN3CCOCC3)cc2)n1)N(c1ccccc1)c1ccccc1	-1	6	0.9	-0.5	-1.4	1.0	-4	-30	1
CCOc1ccc(NC(=O)N(CCC(C)C)C(C)c2ccco2)cc1 (centres undefined)	-5	0	-0.8	-1.3	0.1	1.0	-24	35	24
CCOc1cc(C(=O)Nc2nnc(CC)s2)ccc1OCC(=O)N1CCOCC1	-4	4	0.7	0.3	-1.1	0.2	-11	-8	-10
COc1ccccc1-c1cc(C(F)(F)F)nc(S(=O)(=O)CCCC(=O)O)n1	-1	5	0.2	-1.0	-6.7	-0.1	-6	-140	41
Cc1ccc(-c2cc3c(nn2)-c2ccccc2C3=O)cc1	6	2	0.4	0.3	-1.2	0.8	-14	-29	1
CCc1cc2c(=O)c(-c3cnn(-c4ccccc4)c3)c(C)oc2cc1OCC(=O)Nc1cccc(C)c1	-4	3	0.0	-2.2	-0.5	0.2	-20	33	0
CCC(=O)c1cccc2c1N=CC1=C(CC(C)(C)CC1=O)N2	1	4	-0.6	0.5	1.1	0.8	-2	-13	6
CCOC(=O)N1CCN(C(=O)c2ccc(OCC)c(OCC)c2)CC1	-3	1	0.4	1.2	0.5	0.1	-9	-13	2
Cc1cc(Cl)ccc1C(=O)C1CCCN(C(=O)CCN2CCCO2)C1 (centres undefined)	-4	1	-0.1	-0.3	-0.9	1.8	-6	15	-8
COc1ccc(/C=N/NC(=O)C(Cc2c[nH]c3ccccc23)NC(=O)OCC(C)C)cc1[N+](=O)[O-] (centres undefined)	4	1	0.2	0.4	-0.9	-0.6	-11	-50	42
CCOC(=O)c1c(NC(=O)Cn2nnc(-c3ccccc3Cl)n2)sc(C)c1C	-1	2	0.6	0.2	0.4	0.6	-13	30	4
CCn1c(COc2ccc(C)cc2)nnc1SCc1nc2ccccc2[nH]1	8	10	0.2	4.3	-0.6	-0.8	6	-5	25
CCOC(=O)Cc1csc(NC(=O)CSc2nc3cccnc3n2CC)n1	-2	5	0.4	2.4	0.1	-0.1	11	45	-36&-41
COc1ccc(C(=O)NCc2nnc(SCC(=O)N3CCC(C)CC3)o2)cc1OC	-1	5	0.2	-0.3	0.6	0.1	1	-11	9
O=C(COC(=O)c1cccs1)Nc1ccccc1	-2	2	0.5	-0.8	1.6	0.5	-4	9	-17&-12
Cc1ccc2nc3sc(C(=O)Nc4c(C)[nH]c(=O)[nH]c4=O)c(N)c3cc2c1	1	7	0.7	0.4	1.2	0.2	-13	-14	-11
COc1ccc(S(=O)(=O)NCCc2nnc3ccc(SCc4cccnc4)nn23)cc1	6	9	0.0	0.1	-1.4	1.2	-16	22	-3
Cc1ccc(NC(=O)CN2CCC(C(=O)c3ccc(F)cc3)CC2)cc1	-1	6	0.4	-0.5	-1.3	-1.3	2	12	-9
O=C(N/N=C/c1ccc(Sc2ccccn2)o1)c1cc2ccccc2cc1O	0	1	0.6	1.5	-2.7	0.9	-7	-66	-17
Cc1ccc(/C=N/NC(=O)c2ccccn2)o1	1	9	0.2	0.0	1.2	1.0	-8	9	-3
COc1ccc(NC(=O)CCl)cn1	3	2	1.2	1.9	-1.8	0.9	16	-27	31
Cc1ccc(N(CC(=O)Nc2ccc3c(c2)OCCO3)S(=O)(=O)c2c(C)noc2C)cc1	6	5	-0.8	0.8	-0.8	-1.6	-7	-34	-2
Nc1nc(-c2ccc(F)cc2)cs1	2	4	-1.0	0.1	0.0	0.1	-4	-18	18
CC(C)C(=O)N1CCC(c2nc(-c3ccc(S(=O)(=O)N4CCN(C)CC4)cc3)no2)CC1	-1	8	1.3	1.4	1.6	0.1	16	-8	-11

Part of the list above, limited to TRPML3 ag and S1P4 antagonist.
canonical_smiles	TRPML3 ag	S1P4 antagonist
Nc1nc(-c2ccc(F)cc2)cs1	-1.0	-4
CC(C)C(=O)N1CCC(c2nc(-c3ccc(S(=O)(=O)N4CCN(C)CC4)cc3)no2)CC1	1.3	16

At a glance, part of the list above:
SMILES	Ba/F3 V617F tox	BaF3 parental	TRPML3 ag	TRPN1 ag	S1P4 agonist	PERK inh	S1P4 antagonist	Calpain2 inh	EP2 mod
CCOC(=O)c1c(NC(=O)Cn2nnc(-c3ccccc3Cl)n2)sc(C)c1C	-1	2	0.6	0.2	0.4	0.6	-13	30	4
CCn1c(COc2ccc(C)cc2)nnc1SCc1nc2ccccc2[nH]1	8	10	0.2	4.3	-0.6	-0.8	6	-5	25
CCOC(=O)Cc1csc(NC(=O)CSc2nc3cccnc3n2CC)n1	-2	5	0.4	2.4	0.1	-0.1	11	45	-36&-41
COc1ccc(C(=O)NCc2nnc(SCC(=O)N3CCC(C)CC3)o2)cc1OC	-1	5	0.2	-0.3	0.6	0.1	1	-11	9
O=C(COC(=O)c1cccs1)Nc1ccccc1	-2	2	0.5	-0.8	1.6	0.5	-4	9	-17&-12
Cc1ccc2nc3sc(C(=O)Nc4c(C)[nH]c(=O)[nH]c4=O)c(N)c3cc2c1	1	7	0.7	0.4	1.2	0.2	-13	-14	-11
COc1ccc(S(=O)(=O)NCCc2nnc3ccc(SCc4cccnc4)nn23)cc1	6	9	0.0	0.1	-1.4	1.2	-16	22	-3
Cc1ccc(NC(=O)CN2CCC(C(=O)c3ccc(F)cc3)CC2)cc1	-1	6	0.4	-0.5	-1.3	-1.3	2	12	-9
O=C(N/N=C/c1ccc(Sc2ccccn2)o1)c1cc2ccccc2cc1O	0	1	0.6	1.5	-2.7	0.9	-7	-66	-17
Cc1ccc(/C=N/NC(=O)c2ccccn2)o1	1	9	0.2	0.0	1.2	1.0	-8	9	-3
COc1ccc(NC(=O)CCl)cn1	3	2	1.2	1.9	-1.8	0.9	16	-27	31

Random draw from the library. About 3.6% of those tested had a hit in this group.
